Screening data deposited in PubChem BioAssay by National Center for Advancing Translational Sciences (NCATS).
HCMV antiviral – inhibitors of human cytomegalovirus. HFF cells, HCMV-luciferase reporter, 72 h; active compounds read low. activity change, negative = inhibition, % at 57.5 µM. 410,000 tested, 4.5% active. AID 1259415; in the data active = activity change below about -60%; inconclusive = no clear call, values can overlap the other calls; inactive = above about -39%
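After 16 h attachment at 37C, HFF cells received test compound and HCMV-luciferase (1 PFU/cell); reporter luminescence read 72 h later, data normalized against buffer-only and known inhibitor Salinomycin.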
AmpC detergent – blocks E. coli AmpC beta-lactamase in detergent assay; Potency, µM (highest dose often 114 µM), for inactives: at the highest dose activity change, negative = inhibition, most hits filed as inhibitors; AmpC hydrolysis of nitrocefin, absorbance 480 nm, 0.01% Triton; 370,000 tested, 0.041% active;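 also: potency is read from the fitted curve at half-maximal effect; 0% = no-compound wells and -100% = no-enzyme wells; nearly all actives have a fitted effect of over 25% in size; some results filed as inactive show a strong effect at the top dose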
Target sequence (P00811 whole entry, looked up): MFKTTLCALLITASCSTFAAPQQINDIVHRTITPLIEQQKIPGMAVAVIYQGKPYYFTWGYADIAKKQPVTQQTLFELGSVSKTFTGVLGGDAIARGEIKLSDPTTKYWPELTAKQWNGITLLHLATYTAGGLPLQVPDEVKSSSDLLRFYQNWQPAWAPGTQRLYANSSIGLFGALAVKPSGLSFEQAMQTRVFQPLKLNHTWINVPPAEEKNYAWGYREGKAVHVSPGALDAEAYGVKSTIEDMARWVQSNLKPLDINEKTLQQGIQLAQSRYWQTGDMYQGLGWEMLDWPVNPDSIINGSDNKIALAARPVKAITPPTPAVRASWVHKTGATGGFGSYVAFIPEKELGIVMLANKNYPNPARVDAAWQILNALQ
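20 mM phosphate pH 7.0 + 0.01% (detergent screen) or 0.0001% Triton X-100; 5.3 nM AmpC reagent; cpd preinc 15 min RT; nitrocefin (800 uM stock) to start; A480 q20 s × 4 min; Activity was normalised to no-enzyme and no-compound control wells.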
LmPK inhibitor – inhibitors of Leishmania mexicana pyruvate kinase; AID 1721; 290,000 tested, 0.37% active; purified LmPK, Kinase-Glo ATP luminescence, 1 h; Potency, µM (series often up to 57.5 µM), for the others: at the highest dose activity change, negative = inhibition, usual class: inhibitors; also: potency is read from the fitted curve at half-maximal effect
Target sequence (Q27686 whole entry, looked up): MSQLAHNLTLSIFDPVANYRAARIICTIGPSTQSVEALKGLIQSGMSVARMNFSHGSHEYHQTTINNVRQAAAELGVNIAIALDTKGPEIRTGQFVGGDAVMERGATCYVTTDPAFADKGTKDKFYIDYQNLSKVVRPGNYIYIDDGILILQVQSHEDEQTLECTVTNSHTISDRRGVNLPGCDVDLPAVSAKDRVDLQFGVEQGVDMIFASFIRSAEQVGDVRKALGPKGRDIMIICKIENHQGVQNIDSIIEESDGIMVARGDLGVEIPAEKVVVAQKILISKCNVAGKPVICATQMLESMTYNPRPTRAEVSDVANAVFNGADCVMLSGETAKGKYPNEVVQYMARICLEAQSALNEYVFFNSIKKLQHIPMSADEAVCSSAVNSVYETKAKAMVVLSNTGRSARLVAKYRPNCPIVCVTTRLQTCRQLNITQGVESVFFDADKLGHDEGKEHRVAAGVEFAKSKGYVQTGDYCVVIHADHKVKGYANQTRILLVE
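Pyruvate kinase activity monitored as ATP production (luciferase luminescence). Conditions: 0.1 nM enzyme, 0.5 mM PEP, 0.1 mM ADP, 1 h, RT; normalized against uninhibited and no-enzyme wells.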
AmpC no deterg – blocks E. coli AmpC beta-lactamase in detergent-free assay; P00811; AmpC nitrocefin hydrolysis, absorbance 480 nm, 0.0001% Triton; Potency, µM (doses to about 57.1 µM), without a hit: top-dose activity change, negative = inhibition, usual class: inhibitors; 330,000 tested, 0.52% active; AID 485341;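 also: potency is read from the fitted curve at half-maximal effect; plate controls were no compound for no effect and no enzyme for full effect; nearly all actives have a fitted effect of over 20% in size; some results filed as inactive show a strong effect at the top dose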
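AmpC (5.3 nM in the dispensed reagent) in 20 mM phosphate pH 7.0 with 0.01% (detergent screen) or 0.0001% Triton X-100 was preincubated with compounds for 15 min at room temperature. Nitrocefin was then added from an 800 uM solution, and hydrolysis was followed at 480 nm.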
Tb PYK inh – T. brucei pyruvate kinase inhibition; AID 624173; TbPYK enzyme, Kinase-Glo Plus ATP luminescence, 45 min; 410,000 tested, 0.12% active; Q57TT1; Potency, µM (doses to about 76.8 µM), for inactives: at the highest dose activity, negative = inhibition, most hits filed as inhibitors; also: potency is read from the fitted curve at half-maximal effect; nearly all actives have a fitted effect of over 50% in size
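Luminescence from Kinase-Glo Plus, added after a 45-minute room-temperature reaction, served as the end-point read-out. The enzyme and substrate were preincubated with compound before ADP (130 uM final) initiated turnover. Concentration-effect curves came from normalized qHTS data.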
AMA1 RON2 block – AMA1-RON2 (P. falciparum) interaction inhibition; Potency, µM (top dose mostly 58.2 µM), for inactives: at the highest dose activity change, negative = inhibition, usual class: inhibitors; 360,000 tested, 0.2% active; AID 720542; AlphaScreen AMA1-biotinylated RON2 peptide binding;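 also: potency is read from the fitted curve at half-maximal effect; 0% = vehicle wells and -100% = peptide control; nearly all actives have a fitted effect of over 45% in size; some results filed as inactive show a strong effect at the top dose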
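AMA1 (3D7) with his tag at 25 nM final met compounds first, then biotinylated RON2 peptide at 25 nM; detection used donor plus acceptor beads, 10 µg/mL apiece, read by AlphaScreen after 30 min at room temperature.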
Sm TGR block – blocks Schistosoma mansoni thioredoxin glutathione reductase; purified TGR, DTNB reduction, TNB absorbance 405 nm; Potency, µM (highest dose often 114 µM), for inactives: top-dose activity change, negative = inhibition, usual class: inhibitors; 360,000 tested, 3% active; also: potency is read from the fitted curve at half-maximal effect; nearly all actives have a fitted effect of over 60% in size
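TGR 20 nM + NADPH 100 uM (dispensed conc.), cpd preinc 15 min RT; start with NADPH (500 uM addition) then DTNB (15 mM addition). Kinetic TNB absorbance, 405 nm filter. Four-parameter Hill fit across titration.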
Numbers without * were called inactive; ? = inconclusive; . = not tested or not shown; [ ] = dose if it differs, or a comment. Unless noted, calls follow the shape of the dose curve; as a rule, active = well fitted curve in the direction sought with a large enough effect; inconclusive = small, poorly fitted or top-dose-only effect, or another doubt; inactive = no such curve, though single readings can be large; an effect the other way counts as inactive or inconclusive. Unless noted, % is scaled to controls: 0 for no effect and ±100 for the full control effect.

smiles	HCMV antiviral	AmpC detergent	LmPK inhibitor	AmpC no deterg	Tb PYK inh	AMA1 RON2 block	Sm TGR block
CC(=O)Oc1ccc2cc(-c3cccnc3)c(=O)oc2c1	-12	.	.	.	-1%	36%[activator]	.
Cc1cc(SCC(=O)OCC(=O)N(C)c2ccccc2)nc2ccccc12	-14	-10%	.	21%	-2%	-7%	6%
CC(=O)Nc1sc2c(c1C(c1ccc(Cl)cc1)N1CCOCC1)CCCC2 (stereo not given)	-94*	?	5%	66%[activator]	9%	-17%	-19%
CC1CC(C)CN(S(=O)(=O)c2ccc3c(c2)NC(=O)C(C)C(=O)N3)C1 (stereo not given)	-31	-10%	-3%	-18%	-5%	-7%	4%
CC1(C)CC(=O)CC(C)(C)N1OC(=O)c1ccco1	-25	?	-5%	-1%	5%	10%	-4%
CN1CCN(S(=O)(=O)c2cc([N+](=O)[O-])ccc2N/N=C/c2ccc(Cl)cc2)CC1	-6	-16%	-1%	-35%	-4%	0%	-11%
CN(Cc1ccc2nonc2c1)Cc1nc(Cc2cccc(F)c2)no1	-24	-4%	3%	11%	4%	31%[activator]	-3%
O=C(CSc1cn(CCNC(=O)c2ccccc2)c2ccccc12)NCC1CCCO1 (stereo not given)	-28	?	-2%	10%	-4%	-14%	-1%
C=CCn1c(Cc2ccc(OC)cc2)nnc1SCC(=O)NCCc1ccccc1	71	-9%	2%	46%	1%	8%	5%
O=C(O)C1CCN(C(=O)CSc2nc3cc(Cl)ccc3c(=O)n2Cc2ccccc2)CC1	-31	?	-1%	-13%	-1%	-2%	-9%
CCn1nc(C)cc1C(=O)N1CCCC(C(=O)c2ccc(OC)cc2C)C1 (stereo not given)	10	-13%	1%	100%[activator]	-6%	-9%	-14%
Cc1c(C(=O)Nc2cccc(Cl)c2)oc2ccc(S(=O)(=O)N(C)C3CCCCC3)cc12	?	-1%	.	.	-3%	.	3%
CCc1ccc([C@H]2C(C(=O)O)=C[C@@H](CC)N2S(=O)(=O)c2ccc(C)cc2)cc1	-2	.	.	-12%	10%	-4%	.
COc1ccccc1C(=O)Nc1ccc2c(c1)nc(CN1CCN(C(C)=O)CC1)n2C	47	1%	-1%	31%	2%	9%	7%
CN(C)S(=O)(=O)c1ccc(Cl)c(NC(=O)CN2CCCCCC2)c1	?	-1%	0%	22%	-6%	0%	-9%
Nc1nnnn1/N=C/c1ccccc1OCc1ccccc1	-13	?	4%	-39%	1%	-2%	-10%
N#CCCN(CCC#N)C(=S)NC1CC2C=CC1C2 (stereo not given)	20	-1%	3%	0%	1%	0%	5%
C[C@H](CO)N1C[C@H](C)[C@@H](CN(C)C(=O)Nc2ccccc2)Oc2ccc(NS(=O)(=O)c3cn(C)cn3)cc2C1=O	93	.	.	-6%	1%	3%	.
N#CCCN1CCN(C(=S)c2ccc(-c3ccc(Cl)cc3)o2)CC1	.	0%	-12%	98%[activator]	-19%	-8%	-19%
COc1ccc(N(CC(=O)NC(C)(C)C)C(=O)CCC(=O)Nc2nccs2)cc1	-20	-9%	0%	-8%	-3%	-2%	10%

Given with each value named: part of the list above.
COc1ccc(N(CC(=O)NC(C)(C)C)C(=O)CCC(=O)Nc2nccs2)cc1
  HCMV antiviral: -20; AmpC detergent: -9%; LmPK inhibitor: 0%; AmpC no deterg: -8%; Tb PYK inh: -3%; AMA1 RON2 block: -2%; Sm TGR block: 10%

O=C(CSc1cn(CCNC(=O)c2ccccc2)c2ccccc12)NCC1CCCO1 (stereo not given)
  HCMV antiviral: -28; AmpC detergent: ?; LmPK inhibitor: -2%; AmpC no deterg: 10%; Tb PYK inh: -4%; AMA1 RON2 block: -14%; Sm TGR block: -1%

A second format for part of the listing above:
Molecule: CN(Cc1ccc2nonc2c1)Cc1nc(Cc2cccc(F)c2)no1
  HCMV antiviral: -24 | AmpC detergent: -4% | LmPK inhibitor: 3% | AmpC no deterg: 11% | Tb PYK inh: 4% | AMA1 RON2 block: 31%[activator] | Sm TGR block: -3%

Molecule: CN1CCN(S(=O)(=O)c2cc([N+](=O)[O-])ccc2N/N=C/c2ccc(Cl)cc2)CC1
  HCMV antiviral: -6 | AmpC detergent: -16% | LmPK inhibitor: -1% | AmpC no deterg: -35% | Tb PYK inh: -4% | AMA1 RON2 block: 0% | Sm TGR block: -11%

Molecule: N#CCCN1CCN(C(=S)c2ccc(-c3ccc(Cl)cc3)o2)CC1
  HCMV antiviral: . | AmpC detergent: 0% | LmPK inhibitor: -12% | AmpC no deterg: 98%[activator] | Tb PYK inh: -19% | AMA1 RON2 block: -8% | Sm TGR block: -19%

Molecule: COc1ccccc1C(=O)Nc1ccc2c(c1)nc(CN1CCN(C(C)=O)CC1)n2C
  HCMV antiviral: 47 | AmpC detergent: 1% | LmPK inhibitor: -1% | AmpC no deterg: 31% | Tb PYK inh: 2% | AMA1 RON2 block: 9% | Sm TGR block: 7%

Further entries.
smiles	HCMV antiviral	AmpC detergent	LmPK inhibitor	AmpC no deterg	Tb PYK inh	AMA1 RON2 block	Sm TGR block
OC[C@@H]1CN(Cc2ccc3c(c2)OCO3)C[C@H](n2cnc3c(N4CCOCC4)ncnc32)O1	69	.	.	.	-3%	30%	.
CC1(C)CC(=O)C=C(c2n[nH]nc2-c2ccc(F)c(F)c2)C1	-6	.	.	.	4%	-9%	.
CCN1C(=O)/C(=c2\o/c(=C3\C=Cc4ccccc4N3CC)c(=O)n2CC)SC1=S	0	?	-15%	-14%	-4%	-12%	4%
CC(=O)Nc1ccc(NC(=O)c2ccc(NS(=O)(=O)c3cccc4cccnc34)cc2)cc1	-22	-6%	10%	-18%	-11%	3%	67%[activator]
COc1ccc([N+](=O)[O-])cc1NC(=O)c1ccc(C)o1	-103*	-12%	1%	-7%	-7%	10%	4%
CCCCc1ccc(NC(=O)CSc2nc3ccccc3nc2N2CCCCC2)cc1	-6	24%	.	.	-3%	.	1%
COc1ccc2[nH]c(=O)c(CN(C(=O)NC3CCCCC3)C3CCCCC3)cc2c1	-35	-1%	2%	-17%	4%	51%[activator]	9%
Cc1ccsc1C(=O)Nc1nnc(-c2ccco2)o1	-26	-4%	-22%	-8%	.	5%	2%
O=C(NC1CCCCC1)C(c1ccccc1)N(Cc1cccnc1)C(=O)c1csnn1 (stereo not given)	-5	0%	-1%	-1%	1%	-3%	-14%
O=C(NCCc1nc(-c2ccccc2)cs1)c1ccc(Br)cc1	-24	-12%	0%	-52%	7%	0%	-8%
COC(=O)CSc1nc2sc3c(c2c(=O)n1Cc1ccccc1)CCC(C(C)(C)C)C3 (stereo not given)	3	12%	.	.	-3%	.	8%
CCN(CCCl)Cc1ccccc1Br	-26	.	.	.	-6%	-6%	.
COc1ccc(-c2coc3cc4oc(=O)c(CC(=O)O)c(C)c4cc23)cc1	6	-9%	-6%	-17%	-6%	0%	-8%
COc1cc(/C=C2/SC(=S)N(Cc3ccccc3)C2=O)ccc1O	42	16%	-3%	-37%	-13%	-8%	-6%
CC12CN3CC(C)(CN(C1)C3c1cccs1)C2O (stereo not given)	-18	-3%	1%	-13%	3%	32%[activator]	10%
COc1ccc(CN2CC[C@@H](N3CCOCC3)[C@H](O)C2)cc1F	71	-14%	3%	-17%	-2%	13%	0%
COc1ccc([C@H]2CC(=O)C=C(c3ccc(C)c4ccccc34)C2)cc1	10	-7%	.	-14%	-4%	11%	-15%
Cc1ccc(CC(NC(=O)c2ccccc2)C(=O)NC(Cc2ccccc2)C(=O)O)cc1 (stereo not given)	-30	?	2%	-36%	-12%	1%	1%
CCOC(=O)C(/C=C(\C#N)C(=O)OCC)=C(/N)N1CCN(c2ccc(Cl)cc2)CC1	-22	1%	2%	123%[activator]	1%	-9%	-9%
CC(O)(c1ccccc1)c1nc(-c2cc3ccccc3o2)cs1 (stereo not given)	?	.	.	.	0%	8%	.
CCc1ccc(NC(=O)CCc2c(C)n(C)c3cc(-c4ccccc4C)nn3c2=O)cc1	-2	5%	.	.	-2%	.	5%
Cc1cccc(C)c1OCC(=O)NNC(=O)c1ccoc1C	20	-9%	-3%	-11%	1%	23%	9%
O=C1C2C3C=CC(C3=C3CCCCC3)C2C(=O)N1Cc1ccccc1 (stereo not given)	?	-7%	1%	-22%	4%	15%	18µM*
COc1ccc(C(=O)N2CCN(S(=O)(=O)c3ccc4c(c3)OCCO4)CC2)cc1	-20	.	.	.	-3%	2%	.
CCOC(=O)N1CCN(C(=O)c2ccc(OCC)c(OCC)c2)CC1	42	-6%	3%	-7%	-20%	-3%	-1%
Cc1ccc(NC(=O)CS(=O)CC(=O)N(CC(=O)NC2CCCC2)c2cccc(C)c2C)cc1 (stereo not given)	-14	-5%	1%	93%[activator]	5%	-5%	0%
Cc1ccc(S(=O)(=O)Nc2ccc(S(=O)(=O)NCC3CCCO3)cc2)cc1 (stereo not given)	-10	0%	-2%	-15%	-3%	-9%	2%
O=S1(=O)CCN(Cc2ccc(Cl)c(Cl)c2)CC1	?	-1%	0%	-2%	2%	4%	15%
COC(=O)c1ccc(CNC(=O)c2ccc(NS(=O)(=O)c3ccc4[nH]c(=O)[nH]c4c3)cc2)cc1	-19	?	.	?	0%	5%	4%
Nc1ccc(C(=O)N/N=C/c2cccc(Oc3ccccc3)c2)cc1	?	?	0%	-28%	-10%	-13%	0%
Cc1ccccc1NC(=O)c1c(C)oc2ccc(O)c(CN3CCCC3)c12	-15	17%	.	.	0%	.	6%
Cc1ccc([N+](=O)[O-])cc1NC(=O)c1ccc2c(c1)OCO2	7	-11%	0%	-15%	0%	0%	.
c1ccc(CCc2cc3ccccc3[nH]2)cc1	10	1%	.	-30%	-1%	-5%	-11%
COc1ccccc1NC(=O)N(C1CCCC1)C1CCN(C(C)=O)CC1	68	-8%	1%	-16%	-8%	3%	-4%
Cc1cc(C)n(CC(=O)c2ccccc2)c(=O)c1C#N	14	-9%	-9%	-12%	-13%	6%	15%
Cc1cccc2nc(-c3cccnc3)c(Nc3ccccc3)n12	-74*	3%	11%[11.5 µM]	-17%	-6%	5%	-9%
CCCOc1ccc(C(F)(F)F)cc1NC(=O)c1cc(C)on1	1	5%	.	-6%	1%	9%	1%
